High-throughput results as filed in PubChem.
m5-HT2A agonist – mouse HTR2A agonism via beta-arrestin recruitment | 360,000 compounds, 0.66% hits | CHO-K1 mHTR2A beta-arrestin complementation, luminescence; percent of 30 µM serotonin response | activation, % at 7.6 µM | P35363;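 active = activation above a run cutoff, the mean activation of all tested compounds plus 3 SD, cut at about 14% in these data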;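 note: 0% = plate median of compound wells and 100% = 30 µM serotonin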
Target sequence (P35363 whole entry, looked up): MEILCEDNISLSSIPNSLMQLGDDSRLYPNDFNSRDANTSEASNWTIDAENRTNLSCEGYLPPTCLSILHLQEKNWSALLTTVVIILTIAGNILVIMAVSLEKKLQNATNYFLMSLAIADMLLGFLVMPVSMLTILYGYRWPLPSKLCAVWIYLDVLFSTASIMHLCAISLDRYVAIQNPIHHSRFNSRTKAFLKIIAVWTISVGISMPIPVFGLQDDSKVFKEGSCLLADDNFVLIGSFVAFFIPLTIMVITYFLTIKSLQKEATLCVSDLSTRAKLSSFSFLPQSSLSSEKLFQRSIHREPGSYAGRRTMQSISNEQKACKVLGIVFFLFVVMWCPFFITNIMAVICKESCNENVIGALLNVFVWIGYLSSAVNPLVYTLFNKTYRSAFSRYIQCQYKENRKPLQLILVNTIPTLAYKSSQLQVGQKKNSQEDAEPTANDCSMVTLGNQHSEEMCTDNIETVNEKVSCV
Glyco luc inh – N-linked glycosylation inhibition | reporter increase, % at 12.5 µM | AID 588692 | 360,000 compounds, 0.23% hits | D54 ERlucT glycosylation luciferase reporter, 24 h; percent of 100 nM tunicamycin response;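 active = mean luciferase reporter signal, scaled so untreated is 0 and the glycosylation-blocking control 100, at or above a set limit in every replicate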;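 note: luciferase carries N-glycosylation sites so blocking glycosylation raises the light; 0% = median of neutral control wells and 100% = median of 100 nM tunicamycin wells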
MC4R ag barr – activates human MC4R beta-arrestin recruitment | U2OS MC4R beta-arrestin complementation, luminescence; percent of melanotan II response, DMSO zero | P32245 | AID 540308 | activation, % at 8.9 µM | 360,000 compounds, 0.98% hits;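 active = activation above a per-plate cutoff, the mean activation of sample wells on that plate plus 3 SD, cut at about 8% in these data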
Target sequence (P32245 whole entry, looked up): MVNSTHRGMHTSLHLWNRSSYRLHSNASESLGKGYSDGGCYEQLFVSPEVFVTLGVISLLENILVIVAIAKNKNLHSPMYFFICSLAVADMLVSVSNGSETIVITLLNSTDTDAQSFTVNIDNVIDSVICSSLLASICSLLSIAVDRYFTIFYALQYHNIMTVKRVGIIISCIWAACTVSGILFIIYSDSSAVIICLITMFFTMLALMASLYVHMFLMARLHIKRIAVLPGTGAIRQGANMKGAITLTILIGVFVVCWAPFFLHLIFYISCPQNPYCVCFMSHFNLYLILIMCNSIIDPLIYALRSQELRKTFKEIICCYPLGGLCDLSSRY
hiPSC survival – increases survival of single human iPS cells. hiPSC single-cell survival, ATPlite luminescence; 100% = ROCK inhibitor wells, 0% = DMSO. survival enhancement, % at 20 µM. 360,000 compounds, 0.044% hits. AID 602274; in the data active = survival enhancement above about 18%;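 note: cells exposed to compounds for 16 hours before the ATP read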
Cardio protect – protects H9c2 cardiomyocytes from peroxide injury; AID 588492; H2O2 injury protection, ATPLite, 2 h; 360,000 compounds, 0.63% hits; protection from H2O2 cell death, % at 20 µM;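 active = compounds giving at least 50% protection of heart cells from peroxide-induced death in the single-dose screen, raw or plate-pattern-corrected value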;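 note: 0% = DMSO wells with peroxide and 100% = DMSO wells without peroxide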
ABCB6 inh 2 – inhibitors of human ABC transporter ABCB6; AID 602162; 360,000 compounds, 0.19% hits; fluorescence ratio to DMSO, % at 10 µM; K562-ABCB6 porphyrin accumulation, flow cytometry, 1 h; stronger effect = lower value; Q9NP58;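 active = fluorescence ratio to DMSO below 75%, the collection mean minus 3 SD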;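 note: signal is porphyrin accumulated inside mitochondria; 100% equals median channel fluorescence of DMSO control wells; lower ratio means ABCB6 inhibition with less porphyrin fluorescence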
aDG glyco act – increases alpha dystroglycan glycosylation. Pro5-aDG cells, alpha-DG glycosylation AlphaScreen (IIH6); 0% Pro5, 100% B10-LARGE cell signal. activation, % at 10 µM. 360,000 compounds, 0.22% hits;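 active = activation of at least 8% versus controls, or a plate z-score of at least 8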;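 note: Pro5 are CHO cells carrying HIG-tagged alpha-DG that lacks glycosylation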
MC4R antag cAMP – human MC4R antagonism in cAMP assay | 360,000 compounds, 0.48% hits | P32245 | MC4R-expressing cells, MTII-stimulated cAMP, LANCE TR-FRET | inhibition, % at 6.5 µM | AID 540295;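 active = inhibition above its plate's cutoff, the mean of tested wells on that plate plus 3 SD, cut at about 29% in these data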;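 note: 0% = Melanotan II alone and 100% = Melanotan II plus saturating MCL0020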
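System: U2OS-MC4R stable cell line; Technique: Eu-cAMP/anti-cAMP TR-FRET, emission 671 nm; Repeats: single well per compound; Also added: Melanotan II; Dosing: one concentration, 6.5 µM nominal; Schedule: 30-min compound, 1-h challenge, 1-h detection, room temperature.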
ABHD5 PLIN5 PPI – inhibitors of human ABHD5-perilipin-5 interaction; Q00G26+Q8WTS1; Split G. princeps luciferase complementation, luminescence, 4 h; inhibition, % at 4 µM; 360,000 compounds, 0.78% hits;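 active = inhibition above the mean inhibition across every tested compound plus 3 SD, cut at about 22% in these data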;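 note: 0% = DMSO only wells and the 100% control is not disclosed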
Exocytosis inh – lytic granule exocytosis inhibition. TALL-104 LAMP-1 surface exposure, flow cytometry; cells stimulated with thapsigargin and PMA. inhibition, % at 10 µM. 360,000 compounds, 0.66% hits. AID 651702;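 active = inhibition above about 55%, limit read from the data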
Starred values were filed as active, the others as inactive; . = not tested or not shown.

SMILES	m5-HT2A agonist	Glyco luc inh	MC4R ag barr	hiPSC survival	Cardio protect	ABCB6 inh 2	aDG glyco act	MC4R antag cAMP	ABHD5 PLIN5 PPI	Exocytosis inh
Cn1c(CN2CCCC2)nc2cc(NC(=O)C3CCCCC3)ccc21	3	-2	-1.2	0.9	7	100	-0.1	0	3	-7
O=C(COc1nsnc1N1CCOCC1)N1CCOCC1	3	0	-2.2	-0.9	-3	99	0.0	7	6	4
CC1(C)Cc2nc(Cl)c(C#N)cc2CO1	3	1	-2.2	3.9	-3	96	-0.2	2	0	-1
Cc1c(OCC(=O)C(C)(C)C)ccc2c(-c3ccccc3)cc(=O)oc12	-3	-6	-0.2	-0.6	-5	102	0.1	-9	7	0
CCN(c1ccccc1)S(=O)(=O)c1cc(C(=O)NCc2ccccn2)ccc1C	-6	-3	0.0	-0.5	2	86	0.4	3	0	0
CCCCN(C(=O)CCOc1ccc(OCC)cc1)c1c(N)n(Cc2ccccc2)c(=O)[nH]c1=O	1	1	0.2	-0.4	17	97	-0.1	4	-9	-17
COc1ccc(NC(=O)N(C)C[C@H]2Oc3c(NC(=O)Nc4ccc5c(c4)OCO5)cccc3C(=O)N([C@H](C)CO)C[C@@H]2C)cc1	10	0	-1.6	-0.3	22	95	-0.3	22	-7	-2
O=C1CC(c2ccc(Cl)cc2)c2c(O)cc(O)cc2O1 (stereo not drawn)	-1	0	1.3	-0.5	-3	101	0.3	14	-4	-18
Cc1c(Cl)cccc1N=C1SCCN1C(=O)CN1C(=O)NC2(CCCC2)C1=O	1	14	1.9	0.3	-1	97	0.3	12	-4	18
CCC(C)N1CC(=O)N2Cc3[nH]c4ccccc4c3C[C@H]2C1=O (stereo partly drawn)	-3	3	1.5	2.7	-2	102	-0.1	-3	-11	3
CN(CC(=O)Nc1ccc(N2CCOCC2)cc1)CC(=O)Nc1ccccc1C#N	-1	-1	-1.1	5.2	0	96	0.3	3	1	-4
Cc1cccc(Nc2nc3c(S(=O)(=O)c4ccccc4)nnn3c3ccccc23)c1C	-3	2	-1.9	-1.3	13	92	-0.4	14	2	1
O=C(NCCCCO)C(F)(F)C(F)(F)C(F)(F)C(=O)NCCCCO	0	0	-2.2	-1.0	-2	96	0.0	6	7	-2
COc1ccc(NC(=O)C2CCC(=O)N2S(=O)(=O)c2ccc(C)cc2)c(OC)c1 (stereo not drawn)	-2	2	1.5	1.3	4	93	-0.1	-4	5	-3
Cc1ccc2nc(N)nnc2c1	-8	8	-1.5	3.0	1	104	-0.1	-1	5	-2
COC(C[C@@H]1O[C@H]1C(=O)COCc1ccccc1)OC	13	3	0.1	-0.5	2	93	1.5	2	31*	30
C(=C\c1ccccc1)/CN1CCN(C(c2cc3ccccc3o2)c2nnnn2Cc2ccccc2)CC1 (stereo not drawn)	2	-3	.	0.6	-5	102	0.9	.	7	31
COc1ccc(C(=O)NC(C(=O)NCC2(N3CCCCC3)CCCCC2)C(C)C)cc1 (stereo not drawn)	1	3	1.7	-1.5	9	101	0.9	0	-1	-2
CN1OC[C@@H]2CN(S(=O)(=O)c3cccc(C(F)(F)F)c3)[C@H](c3ccc(-c4cc5ccccc5o4)cc3)C[C@@H]21	-3	0	1.8	-2.9	5	101	-0.2	10	-9	-2
CC(OC(=O)c1cccs1)C(=O)NCCc1ccccc1 (stereo not drawn)	8	-2	0.9	0.1	1	103	0.2	-5	19	1
CSc1ncccc1C(=O)N1CCCC(CCC(=O)NCc2ccccc2F)C1 (stereo not drawn)	9	1	-1.8	1.2	10	90	0.1	10	-5	4
N#CC(C#N)C(c1ccsc1)c1c(-c2ccccc2)[nH][nH]c1=O (stereo not drawn)	1	3	-1.7	-0.9	6	94	0.1	-18	-18	12
CCOC(=O)N1CCC(NC(=O)Cn2cc3c(n2)CCCC3)CC1	3	1	-1.7	-1.0	1	104	-0.1	2	0	2
Cc1ccc(-n2c(C)cc(C(=O)OCC(=O)N3CCOCC3)c2C)cc1	2	-2	-0.1	0.3	-6	104	-0.2	-7	-4	-3
Cc1ccc(NC(=O)C(=O)NCC2OCCc3ccccc32)cc1 (stereo not drawn)	0	-3	-0.5	0.8	-11	100	0.2	4	0	-2
C=CCCN(Cc1ccccc1)S(=O)(=O)c1cc(Br)ccc1Br	5	-2	2.5	-0.1	-15	99	0.2	5	-3	-4
COc1c(S(=O)(=O)N2CCN(C)CC2)ccc(Cl)c1Cl	-4	1	-1.9	-0.2	1	97	-0.1	1	-4	1
Cc1nc(N)[nH]c(=O)c1CCCNS(=O)(=O)c1ccc([N+](=O)[O-])cc1	-1	2	-1.5	2.6	5	102	-0.2	4	-18	3
COCCn1c(-c2ccccc2)nc2ccccc21	7	4	-1.9	-0.8	6	102	0.2	4	3	-1
COc1ccc(OC)c(S(=O)(=O)Nc2cccc3ccc(O)cc23)c1	-2	-2	0.1	0.8	-5	98	0.2	1	-5	-1
CCSC1=C(C#N)C(c2cccc(OC)c2)CC(=O)N1 (stereo not drawn)	-2	3	-0.1	-3.8	6	89	-0.2	2	-5	0
COC(=O)c1ccc(CSc2nc(N)cc(N)n2)cc1	-3	0	-0.8	-3.0	-1	96	0.3	7	2	-4
CC1=NC(=O)C(N=Nc2ccccc2C(=O)O)N1c1ccccc1 (stereo not drawn)	11	1	-1.4	-0.2	6	99	1.3	-7	-1	2
Cc1ccc(CNS(=O)(=O)c2c(C(=O)N3CCCCCC3)c(C)n(C)c2C)cc1	-2	-1	-1.3	-0.3	-6	97	-0.4	4	4	-3
COc1ccc(C(CC(=O)N2CCN(C)CC2)NC(=O)C(F)(F)F)cc1 (stereo not drawn)	2	0	-0.7	-0.2	10	96	-0.1	13	1	-1
O=C(CSc1ccc([N+](=O)[O-])cc1)OCC(=O)N1CCCC1=O	4	0	1.2	-0.1	12	105	0.1	6	9	-3

2 entries from above in a different format.
> COc1ccc(OC)c(S(=O)(=O)Nc2cccc3ccc(O)cc23)c1
  m5-HT2A agonist: -2
  Glyco luc inh: -2
  MC4R ag barr: 0.1
  hiPSC survival: 0.8
  Cardio protect: -5
  ABCB6 inh 2: 98
  aDG glyco act: 0.2
  MC4R antag cAMP: 1
  ABHD5 PLIN5 PPI: -5
  Exocytosis inh: -1
> CCSC1=C(C#N)C(c2cccc(OC)c2)CC(=O)N1 (stereo not drawn)
  m5-HT2A agonist: -2
  Glyco luc inh: 3
  MC4R ag barr: -0.1
  hiPSC survival: -3.8
  Cardio protect: 6
  ABCB6 inh 2: 89
  aDG glyco act: -0.2
  MC4R antag cAMP: 2
  ABHD5 PLIN5 PPI: -5
  Exocytosis inh: 0

Next section
SMILES	m5-HT2A agonist	Glyco luc inh	MC4R ag barr	hiPSC survival	Cardio protect	ABCB6 inh 2	aDG glyco act	MC4R antag cAMP	ABHD5 PLIN5 PPI	Exocytosis inh
Cc1cc(C)c(-c2csc(NC(=O)COC(=O)c3ccc4c(c3)OCO4)n2)c(C)c1	-2	-4	-2.3	-1.1	-1	93	0.8	4	3	0
Cc1ccc2nc(-c3ccccc3)c(Cc3ccccn3)n2c1	-1	-5	.	-3.0	-3	108	-0.1	.	-8	-7
Cc1cccc2nc(CSc3nnc(N)s3)cn12	5	1	0.3	0.2	5	96	0.0	-1	3	-2
Cn1c(-c2ccsc2)c(-c2cccs2)c2cc(Br)ccc21	-3	-2	-0.4	-2.0	-10	95	-0.1	2	-6	-4
CC(C)C[C@H](NC(=O)c1nc[nH]c1C(=O)NCc1ccc(CNC(=O)OC(C)(C)C)cc1)C(=O)OCc1ccccc1	0	0	2.1	-0.9	-21	90	1.7	-33	-8	0
Cc1ccccc1OCc1nnc2n1CC(C)S2 (stereo not drawn)	-3	1	-1.9	0.3	2	103	-0.2	8	-1	1
COc1cccc(-n2cc(CNC(=O)C3CCC(=O)N(C4CC4)C3)cn2)c1 (stereo not drawn)	-1	3	-1.0	-0.5	1	98	-0.3	4	0	-3
COCCCN1C(=O)C(CC(=O)NCc2ccco2)CC(C(=O)N(C(C)C)C(C)C)=C1C (stereo not drawn)	-1	1	.	0.1	4	103	0.2	.	6	0
CN(CC(=O)Nc1cccc(F)c1)C(=O)c1ccccc1-n1cnnn1	5	-2	-1.3	-0.3	4	96	0.0	5	16	-1
Cc1coc2cc3oc(=O)c(CCC(=O)N4C[C@H]5C[C@@H](C4)c4cccc(=O)n4C5)c(C)c3cc12	0	2	-0.2	-2.4	-1	98	0.0	-2	-1	2
CCC1=C(OC(=O)N(CC)CC)N2C(=O)OC(=NCC(=O)OC)[C@]2(C)[C@H]2C1=CC[C@H]1C(=O)NC(=O)[C@H]12	0	0	-1.7	3.5	1	104	0.3	0	-8	-1
O=C(CSc1nc2ccccc2nc1N1CCCCC1)Nc1ccc(F)cc1	-1	-4	1.9	-2.2	-6	102	0.1	8	-5	-3
O=C(Nc1ccccc1C(=O)NCCc1ccccc1)c1ccco1	-1	13	-0.7	-2.5	18	98	1.2	8	-5	1
Cc1cc(C)c(S(=O)(=O)Nc2ccc(C(N)=O)cc2)c(C)c1	-1	2	1.1	-0.5	6	103	0.2	6	-1	2
Cc1[nH]c(=O)[nH]c(=O)c1S(=O)(=O)Nc1ccc(F)c([N+](=O)[O-])c1	6	2	-2.2	-0.6	3	102	0.1	3	3	6
O=C(/C=C/c1ccc(F)cc1)NCC1(c2ccccc2)CCOCC1	7	-1	-3.3	-1.6	0	103	-0.1	10	1	-10
Cc1ccc(C)c(N2CCN(CCCNC(=O)Cn3cc4c(n3)CCC(C)C4)CC2)c1 (stereo not drawn)	-5	-1	-0.3	-1.9	-13	105	0.0	-4	8	3
C=C(C)COc1ccc(-c2n[nH]c(C)c2-c2ccc(OC)cc2)c(O)c1	-1	-2	9.6*	-3.5	-31	97	-0.4	12	-16	65*
Cn1ccnc1SCc1cn2cc(Br)ccc2n1	4	-16	0.4	-4.9	-24	93	0.0	7	0	6
CC(C)c1ccc(NC(=O)C2Cc3c(-c4ccco4)ccnc3O2)cc1 (stereo not drawn)	-1	-7	1.9	0.8	2	97	0.1	-4	-5	-18
O=C(Nc1nccs1)c1ncc(Cl)c(Cl)c1Cl	1	-4	-1.6	1.3	6	96	0.4	12	2	-3
Cc1ccc(Cn2c(NS(=O)(=O)c3ccccc3)nc3ccccc32)cc1	0	-5	-1.3	1.4	2	96	0.4	-5	-1	4
CCOc1ccc(S(=O)(=O)Nc2cccc(C(=O)N3CCN(c4ccc(OC)cc4)CC3)c2)cc1	1	2	-1.0	21*	-12	93	-0.4	4	-7	3
Cc1nc2c([N+](=O)[O-])c(C)c(C)cc2[nH]1	1	1	-1.4	1.0	7	103	-0.4	11	5	1
COc1ccc(S(=O)(=O)N2CCCC(C(=O)NCc3ccco3)C2)cc1Cl (stereo not drawn)	1	2	-1.6	-0.4	-4	98	0.3	0	-2	5
COc1cc(CNCc2ccncc2)cc(OC)c1OC	-4	1	-0.1	1.4	-1	97	0.1	15	-7	-4
